High-throughput results: PubChem BioAssay, several laboratories
CRFR2-BP ag: CRF-BP/CRF-R2 complex agonism; HEK293 CRF-R2/CRF-BP, calcium dye fluorescence (FLIPR); percent of saturating CRF peptide response; activation, % at 13.2 µM; 350,000 compounds, 0.46% hits; AID 588473;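 active = activation of at least 50%, plus an integration ratio under a set limit after plate pattern correction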;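 note: plate controls were neutral control wells without compound for no effect and CRF at EC100 for full effect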
M5 antag: antagonists of human muscarinic M5 receptor (CHRM5). P08912. CHO-hM5 cells, Fluo-8 calcium fluorescence, ACh EC80. inhibition, % at 3 µM. 360,000 compounds, 0.59% hits. AID 624040;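 active = inhibition above a per-plate cutoff, the mean of that plate's test compounds plus 3 SD, cut at about 27% in these data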;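 note: 0% = acetylcholine EC80 with DMSO and 100% = DMSO without agonist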
Target sequence (P08912 whole entry, looked up): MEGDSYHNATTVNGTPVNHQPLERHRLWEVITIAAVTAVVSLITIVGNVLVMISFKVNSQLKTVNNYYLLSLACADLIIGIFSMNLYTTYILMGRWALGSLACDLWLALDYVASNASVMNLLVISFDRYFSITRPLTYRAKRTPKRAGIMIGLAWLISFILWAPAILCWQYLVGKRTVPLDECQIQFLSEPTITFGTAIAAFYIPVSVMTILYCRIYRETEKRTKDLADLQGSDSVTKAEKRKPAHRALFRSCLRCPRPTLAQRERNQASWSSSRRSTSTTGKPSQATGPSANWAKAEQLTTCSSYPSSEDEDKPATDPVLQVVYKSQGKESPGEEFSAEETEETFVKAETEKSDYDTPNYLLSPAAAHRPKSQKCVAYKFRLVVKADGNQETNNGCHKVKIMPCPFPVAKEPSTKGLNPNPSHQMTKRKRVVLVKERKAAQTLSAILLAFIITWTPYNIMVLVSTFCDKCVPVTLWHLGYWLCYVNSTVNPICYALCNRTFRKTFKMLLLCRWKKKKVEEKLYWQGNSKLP
CRFR2-BP antag: CRF-BP/CRF-R2 complex antagonism. HEK293 CRF-R2/CRF-BP, CRF-induced calcium fluorescence. AID 588475. inhibition, % at 11.8 µM. 350,000 compounds, 0.59% hits;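 active = inhibition of the ligand-induced calcium signal above about 50% at the single tested concentration, limit read from the data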
CHRM4 antagonist: CHRM4 antagonism in calcium assay | P08173 | CHO-hM4 cells, ACh EC80, Fluo-8 calcium fluorescence | inhibition, % at 3 µM | 360,000 compounds, 0.73% hits | AID 624125;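 active = inhibition above its plate's cutoff, the mean inhibition of sample wells plus 3 SD, cut at about 27% in these data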;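 note: 0% = acetylcholine EC80 with DMSO and 100% = DMSO without agonist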
Target sequence (P08173 whole entry, looked up): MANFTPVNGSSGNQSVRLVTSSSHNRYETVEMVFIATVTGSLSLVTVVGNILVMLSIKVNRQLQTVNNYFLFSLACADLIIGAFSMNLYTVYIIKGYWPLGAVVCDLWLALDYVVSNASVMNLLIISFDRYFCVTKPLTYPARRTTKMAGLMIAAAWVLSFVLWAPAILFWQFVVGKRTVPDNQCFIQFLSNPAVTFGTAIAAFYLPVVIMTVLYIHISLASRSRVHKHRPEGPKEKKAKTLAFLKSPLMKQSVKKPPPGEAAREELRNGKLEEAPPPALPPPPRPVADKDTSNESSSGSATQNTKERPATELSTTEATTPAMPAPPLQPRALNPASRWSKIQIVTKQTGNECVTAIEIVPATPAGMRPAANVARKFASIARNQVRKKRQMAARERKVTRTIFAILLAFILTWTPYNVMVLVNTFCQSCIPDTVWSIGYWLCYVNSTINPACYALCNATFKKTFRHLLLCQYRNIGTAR
CHRM4 agonist: agonists of human muscarinic M4 receptor (CHRM4); activation, % at 3 µM; CHO-K1 hM4/Gqi5, Fluo-8 calcium fluorescence; vehicle 0%, full acetylcholine response 100%; 360,000 compounds, 0.14% hits;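 active = activation above the run mean over all test wells plus 3 SD, cut at about 32% in these data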;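 note: peak over basal fluorescence ratio per well then scaled between controls; 0% = DMSO wells and 100% = acetylcholine at EC100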
IDE inh: cellular human IDE inhibition; AID 434962; inhibition, % at 5.59 µM; 320,000 compounds, 0.41% hits; HEK cells, FAbetaB cleavage, fluorescence polarization; P14735;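 active = percent inhibition above the average of all tested compounds plus 3 SD, set per screening campaign, cut at about 16% in these data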;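 note: IDE supplied by intact live HEK cells; FP after avidin binding of uncleaved biotin substrate so inhibition keeps polarization high; 0% = DMSO wells and 100% = 60 µM reference IDE inhibitor Ii1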
M4 PAM: potentiates acetylcholine response at human M4 receptor. P08173. CHO-K1 hM4/Gqi5, Fluo-8 calcium fluorescence, ACh EC20; 0% = ACh EC20, 100% = maximal ACh. activation, % at 3 µM. 360,000 compounds, 0.4% hits. AID 624126;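 active = activation above its plate's cutoff, the mean activation of sample wells plus 3 SD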; note: some results filed as inactive read as strong as hits
M5 PAM: CHRM5 positive allosteric modulation; CHO-K1 hM5, Fluo-8 calcium, ACh EC20 PAM; 0% = ACh EC20, 100% = ACh EC100; 360,000 compounds, 0.3% hits; activation, % at 3 µM;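 active = activation above the run cutoff, the mean activation of all test compounds plus 3 SD, cut at about 18% in these data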
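Test system: CHO-K1 hM5 cells / Doses: single-point, 3 µM nominal / Times: Post-acetylcholine fluorescence recording 140 s / Technique: Fluo-8 calcium fluorescence / Measure: Max/basal fluorescence ratio as % of EC20–EC100 ACh window / Benchmarks: low control EC20 acetylcholine (0%), high control EC100 acetylcholine (100%) / Replicates: one well per compound, no replicates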
M5 ag: CHRM5 agonism in calcium assay; CHO-K1 hM5 cells, Fluo-8 calcium fluorescence; 0% DMSO wells, 100% maximal acetylcholine response; activation, % at 3 µM; 360,000 compounds, 0.19% hits; AID 624037;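 active = activation above the run's mean over test compounds plus 3 SD, cut at about 23% in these data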;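 note: signal is peak over basal fluorescence ratio across the kinetic read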
* hit, by the source's call; nt = no result given.

molecule	CRFR2-BP ag	M5 antag	CRFR2-BP antag	CHRM4 antagonist	CHRM4 agonist	IDE inh	M4 PAM	M5 PAM	M5 ag
OCCC1CN(Cc2ccon2)CCN1CCc1ccccc1 (stereo unspecified)	0.4	7	-9	-6	0	-1	-2	2	-2
COc1cc(/C=N/NC(=O)c2cccc(NC(=O)c3ccccc3C)c2)ccc1O	0.2	21	4	15	20	0	-13	-14	2
COc1ccc(CCN2C(=O)c3ccccc3C2c2nnnn2C(C)C)cc1OC (stereo unspecified)	nt	0	nt	4	1	nt	-1	-8	0
CCOC(=O)N1CCN(CC(=O)Nc2ccc(C)cc2)CC1	0.0	11	0	5	0	-3	0	1	1
COc1ccc(NS(=O)(=O)c2ccc3c(c2)CCC(=O)N3)c(OC)c1	8.3	-9	2	-2	4	5	15	2	7
CCOC(=O)Cn1c(=O)n(Cc2ccc(C)cc2)c(=O)c2cccnc21	-3.8	4	15	0	1	1	-5	1	-2
N/C(=N\O)c1cn(Cc2ccccc2Cl)c2ccccc12	-0.3	5	-25	0	4	0	0	1	-1
Cc1ccc(C2C=C(c3ccccc3OC(F)F)Nc3ncnn32)cc1 (stereo unspecified)	29	6	-20	4	1	9	1	-3	-3
Cc1cnc(NC(=O)c2ccc(F)c(S(=O)(=O)N3CCOCC3)c2)s1	-1.6	-2	-8	-25	7	-3	10	-9	3
COc1cc2c(cc1OC)CN(C(=O)CSc1ccccc1C)CC2	-0.3	14	16	3	3	-2	5	-2	2
Cc1ncoc1C(=O)N1CCCC(CCC(=O)NCc2ccc(F)c(F)c2)C1 (stereo unspecified)	0.4	5	17	-6	1	6	2	-8	0
COC(=O)c1cc(NS(=O)(=O)c2ccc(NCc3cccnc3)c(N)c2)cc(C(=O)OC)c1	-4.0	2	1	4	0	-2	-5	-2	-1
COc1ccccc1/C=N/OCc1ccc(C#N)cc1	-1.5	4	5	-10	-1	-1	-5	0	-8
Cc1cccc2cc3ccccc3nc12	-0.8	3	12	-1	1	-3	-7	-1	4
COc1ccc(OC)c(S(=O)(=O)Nc2c(C)n(C)n(-c3ccccc3)c2=O)c1	1.6	-6	-14	-5	0	1	4	3	2
Cc1cc(C(=O)Nc2nc3ccc(Cl)cc3s2)nn1C	1.7	3	0	7	1	0	3	13	5
CCn1cc(C2C3=C(CC(C)(C)CC3=O)N(c3ccc(C)cc3)C3=C2C(=O)CC(C)(C)C3)c(C)n1	1.9	2	-2	2	-1	nt	-10	1	5
Cc1cccc(NC(=O)COC(=O)c2cccc3c2C(=O)c2ccccc2C3=O)c1C	-0.7	30*	-2	57*	-1	-6	-32	-18	-2
COc1cccc(NC(=O)CN(C)C(=O)Cc2ccc3c(c2)CCC3)c1	-4.9	4	-8	-6	3	-6	0	10	-2
CCc1ccc(/C=C2\SC(=S)N(CCCC(=O)Nc3cc(C)on3)C2=O)cc1	-0.8	2	-4	-3	1	nt	8	0	-1

Rewritten with two lines to a compound: part of the list above.
Values in the order: CRFR2-BP ag | M5 antag | CRFR2-BP antag | CHRM4 antagonist | CHRM4 agonist | IDE inh | M4 PAM | M5 PAM | M5 ag
- COc1cc2c(cc1OC)CN(C(=O)CSc1ccccc1C)CC2
→ -0.3 | 14 | 16 | 3 | 3 | -2 | 5 | -2 | 2
- Cc1ncoc1C(=O)N1CCCC(CCC(=O)NCc2ccc(F)c(F)c2)C1 (stereo unspecified)
→ 0.4 | 5 | 17 | -6 | 1 | 6 | 2 | -8 | 0
- COC(=O)c1cc(NS(=O)(=O)c2ccc(NCc3cccnc3)c(N)c2)cc(C(=O)OC)c1
→ -4.0 | 2 | 1 | 4 | 0 | -2 | -5 | -2 | -1
- COc1ccccc1/C=N/OCc1ccc(C#N)cc1
→ -1.5 | 4 | 5 | -10 | -1 | -1 | -5 | 0 | -8
- Cc1cccc2cc3ccccc3nc12
→ -0.8 | 3 | 12 | -1 | 1 | -3 | -7 | -1 | 4

Complete entries as entered above.
Listed for Cc1cnc(NC(=O)c2ccc(F)c(S(=O)(=O)N3CCOCC3)c2)s1 : CRFR2-BP ag: -1.6; M5 antag: -2; CRFR2-BP antag: -8; CHRM4 antagonist: -25; CHRM4 agonist: 7; IDE inh: -3; M4 PAM: 10; M5 PAM: -9; M5 ag: 3
Listed for N/C(=N\O)c1cn(Cc2ccccc2Cl)c2ccccc12 : CRFR2-BP ag: -0.3; M5 antag: 5; CRFR2-BP antag: -25; CHRM4 antagonist: 0; CHRM4 agonist: 4; IDE inh: 0; M4 PAM: 0; M5 PAM: 1; M5 ag: -1

(more compounds)
molecule	CRFR2-BP ag	M5 antag	CRFR2-BP antag	CHRM4 antagonist	CHRM4 agonist	IDE inh	M4 PAM	M5 PAM	M5 ag
CC(C)c1ccc(NC(=S)N2CCN(Cc3ccccc3)CC2)cc1	1.1	5	-9	3	1	8	-4	1	-6
CCOC1=C2[C@@H](CN(S(=O)(=O)c3ccc(C)cc3)[C@H]2c2cccc3ccccc23)[C@H]2C(=O)N(c3ccccc3)C(=O)[C@H]2C1	nt	-6	nt	-3	0	nt	-3	-5	4
CCc1nc2ccc(C(=O)NCCCN3CCN(c4ccccc4F)CC3)cc2nc1CC	-3.6	2	3	-2	4	-3	-2	0	-6
CCCCN(CC)CCCNC(=O)c1ccc(CS(=O)(=O)c2c(Cl)cccc2Cl)o1	4.2	3	4	5	0	-7	-7	0	-10
CCc1noc(C)c1C(=O)Nc1ncc(C)s1	0.1	2	-2	-8	0	0	-2	-7	1
O=C(COc1ccc([N+](=O)[O-])cc1)NNC(=O)C1COc2ccccc2O1 (stereo unspecified)	-2.5	-5	-5	-7	1	nt	8	-2	1
Cc1sc2c(=O)n3c(nc2c1C(=O)NCCCN1CCOCC1)CCCCC3	0.2	-3	-1	5	-1	2	-12	2	-6
O=S(=O)(NC1CCN(Cc2ccccc2)CC1)c1ccc(F)c(F)c1	-1.3	-3	3	-7	1	nt	4	2	-3
CCn1c(CNc2ccc(OC)cc2)nnc1SCC(=O)Nc1ccc(F)cc1	0.1	0	10	-8	2	4	2	-2	1
O=C(NC(=S)NC1CCCCC1)c1ccc(F)cc1	0.5	2	-7	3	-2	-1	-4	-1	-5
Cn1c(=O)c2c(-c3ccccc3)n(N3CCOCC3)cc2n(C)c1=O	-0.9	-4	18	4	2	5	7	1	-1
Nc1cc(Cl)ccc1C(=O)OCC(=O)NC1CCCCC1	-4.1	-6	-2	2	2	6	-2	5	4
O=C(Nc1nnc([C@H]2C[C@H](O)[C@@H](CO)O2)s1)c1cccc(C(F)(F)F)c1	nt	3	nt	-18	1	nt	8	-1	0
OC(CN1CCN(c2cccc(Cl)c2)CC1)c1ccccc1 (stereo unspecified)	-2.0	5	-1	-9	3	3	-2	-5	-6
COc1ccc(/C=C(/C#N)S(=O)(=O)c2ccc(C)cc2)cc1	-0.7	-3	-9	-17	1	6	8	-3	-1
Cc1n[nH]c(C)c1S(=O)(=O)N1CCCC(C(=O)NCc2cccs2)C1 (stereo unspecified)	0.7	-6	9	-5	1	0	1	6	-1
CC1CCCN(S(=O)(=O)c2ccc(CN3C(=O)c4cccnc4C3=O)cc2)C1 (stereo unspecified)	0.2	-13	3	-7	2	2	6	4	-3
C=CCn1c(SCC(=O)Nc2ccccc2F)nnc1C(C)NC(=O)c1ccccc1F (stereo unspecified)	0.5	0	-17	-4	2	4	2	4	-3
CCN1CCCC1CNCc1cccc(OC)c1OCc1ccc(F)cc1 (stereo unspecified)	-0.7	9	6	-2	2	3	-14	-14	-9
COC(=O)C1Sc2[nH]c(=O)sc2C(c2ccc(Cl)cc2)C1C(=O)OC (stereo unspecified)	-1.8	13	-9	-11	2	-3	2	-7	-4

The listing continues:
Abbreviations: A = CRFR2-BP ag; B = M5 antag; C = CRFR2-BP antag; D = CHRM4 antagonist; E = CHRM4 agonist; F = IDE inh; G = M4 PAM; H = M5 PAM; I = M5 ag
CCC[C@H]1COCCS(=O)(=O)N1Cc1ccccc1
  A: -2.5; B: 7; C: 5; D: 4; E: -1; F: -2; G: 2; H: 5; I: -5

Cc1ccc(OCc2cc(C(=O)NCc3ccc(OC(F)(F)F)cc3)no2)cn1
  A: 5.3; B: 12; C: -33; D: -2; E: 14; F: -1; G: 1; H: -8; I: 0

COc1ccc(NC(=O)/C=C/c2ccccc2[N+](=O)[O-])c(OC)c1
  A: -3.1; B: -3; C: 2; D: -1; E: 0; F: 1; G: 0; H: -1; I: 0

Cc1cc[n+](CC(=O)N2CCCc3ccccc32)cc1
  A: 2.2; B: -14; C: 2; D: -4; E: 1; F: 0; G: 4; H: 8; I: -10

COc1cccc(CN(C)C(=O)c2cc(S(=O)(=O)N3CCN(c4ccccc4)CC3)ccc2Cl)c1
  A: -1.0; B: 10; C: 17; D: -1; E: 11; F: 4; G: -6; H: -9; I: -1

CN1CCN(/C=N/c2c(C#N)cnn2Cc2ccccc2)CC1
  A: 1.9; B: 5; C: 1; D: -3; E: 0; F: -2; G: -3; H: -4; I: -8

O=C(/C=C/c1ccccc1)C1C(=O)c2ccccc2C1=O
  A: 3.4; B: -1; C: -6; D: 4; E: -2; F: -4; G: 0; H: -2; I: -7

CCOC(=O)C1(CCOc2ccccc2)CCN(Cc2cnc(C)[nH]2)CC1
  A: -7.5; B: 0; C: 12; D: 1; E: 1; F: 5; G: 3; H: -5; I: -17

CN1C(=O)/C(=C/c2ccc(OCc3ccc(F)cc3)cc2)NC1=S
  A: 0.1; B: 7; C: -6; D: 5; E: 6; F: 8; G: -5; H: -8; I: 3

COc1cc(C)nc(N2CCCC(C(=O)Nc3ccccc3Br)C2)n1 (stereo unspecified)
  A: -2.6; B: -8; C: 20; D: 3; E: 0; F: -1; G: -8; H: -6; I: -2

Next compounds follow:
Abbreviations: A = CRFR2-BP ag; B = M5 antag; C = CRFR2-BP antag; D = CHRM4 antagonist; E = CHRM4 agonist; F = IDE inh; G = M4 PAM; H = M5 PAM; I = M5 ag
Cc1cc([N+](=O)[O-])ccc1NC(=O)Cc1ccc(F)cc1
  A: -1.4; B: 9; C: -7; D: -8; E: 2; F: 0; G: 1; H: -5; I: 0

COc1cc(OC)cc(N(C(=O)CNC(=O)c2cccs2)C(C(=O)NCC2CCCO2)c2ccc(OC)c(OC)c2)c1 (stereo unspecified)
  A: 53*; B: -16; C: -68; D: -3; E: 1; F: 5; G: 1; H: 10; I: -1

CC(=O)NC(C)(c1ccccc1)c1nc(-c2cccc3cccnc23)cs1 (stereo unspecified)
  A: nt; B: 8; C: nt; D: -8; E: 2; F: nt; G: -1; H: -4; I: -1

CCC1(CC)C(=O)C2=C3C1[C@H](C(=O)OC)C=C(C(=O)OC)C[C@H]3n1c(=O)n(C)c(=O)n1[C@H]2C (stereo partly specified)
  A: -0.7; B: 0; C: 7; D: 20; E: 1; F: 3; G: 6; H: 1; I: 6

COc1ccc(-c2cn3c(C)c(C(=O)NCCN4CCOCC4)sc3n2)cc1
  A: 6.6; B: 3; C: -18; D: 4; E: 2; F: -1; G: -5; H: -6; I: -1

CCOC(=O)Cc1csc(NC(=O)COc2cccc(C)c2)n1
  A: -0.3; B: 19; C: 19; D: -1; E: 17; F: 0; G: -15; H: -14; I: 1
